GLD-1 RNA inh – GLD-1-TGE RNA interaction inhibition (C. elegans). Q17339. purified GLD-1 + fluorescein TGE RNA, fluorescence polarization. inhibition, % at 5.96 µM. 320,000 tested, 0.44% active. AID 2280;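 active = percent inhibition above a per-plate cutoff, the plate mean of test compounds plus 3 SD, cut at about 30% in these data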;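 also: 0% = DMSO wells with GLD-1 and probe and 100% = wells lacking GLD-1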
PME-1 inh – PME-1 (human) inhibition. AID 2130. recombinant PME-1, FP-Rh probe fluorescence polarization. 320,000 tested, 0.53% active. Q9Y570. inhibition, % at 5.9 µM;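 active = inhibition above the campaign mean of all compounds plus 3 SD, cut at about 26% in these data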;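 also: competitive labeling of PME-1 active site by serine hydrolase directed probe; 0% = PME-1 with DMSO and 100% = wells lacking PME-1 enzyme; inhibitors block probe labeling so polarization falls and inhibition rises; many of its hits are not listed in these tables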
MEX-5 binding – C. elegans MEX-5 TCR-2 RNA binding activity | Q9XUB2 | MEX-5/FITC-TCR2 RNA binding, fluorescence polarization; active compounds read low | activity score (negative = inhibition of binding), % at 10 µM | 300,000 tested, 0.38% active | AID 1832;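 active = inhibition past about -25% in most replicates, and total fluorescence under double the plate's negative control median, limit read from the data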;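 also: 0% = DMSO and -100% = 5 µM competing unlabeled TCR2 RNA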
TPT1 inhibitor – blocks Candida albicans tRNA 2'-phosphotransferase; recombinant caTPT1, FP RNA substrate dephosphorylation; inhibition, % at 5 µM; 300,000 tested, 0.81% active;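 active = inhibition above the mean of all tested compounds plus 3 SD, set per screening campaign, cut at about 24% in these data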;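 also: plate controls were DMSO alone for no effect and ferristatin control at 100 nM for full effect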
Fam108B inh – counter-screen for RBBP9 inhibitors: inhibitors of mouse Fam108B. recombinant Fam108B, FP-Rh probe fluorescence polarization. inhibition, % at 9.51 µM. 300,000 tested, 0.33% active;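 active = inhibition above the screen mean inhibition plus 3 SD, computed separately per campaign, cut at about 18% in these data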;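 also: inhibitors lower polarization as less probe binds the enzyme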
GSTO1 counter – GSTO1 inhibition, counter-screen for RBBP9 inhibitors | P78417 | recombinant GSTO1, activity-based probe fluorescence polarization | inhibition, % at 5.96 µM | 300,000 tested, 1.1% active | AID 1974;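 active = inhibition above the campaign mean inhibition plus 3 SD, cut at about 35% in these data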;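 also: 0% = GSTO1-1 with DMSO and 100% = wells lacking GSTO1-1 enzyme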
PAD4 FP inh – PAD4 (human) enzyme inhibition; recombinant PAD4, RCA probe fluorescence polarization; inhibition, % at 6.36 µM; 330,000 tested, 0.41% active;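 active = percent inhibition above a cutoff equal to the mean of all tested compounds plus 3 SD, cut at about 15% in these data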;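 also: 0% = PAD4 with RCA probe and DMSO and 100% = probe without PAD4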
Target sequence (Q9UM07 whole entry, looked up): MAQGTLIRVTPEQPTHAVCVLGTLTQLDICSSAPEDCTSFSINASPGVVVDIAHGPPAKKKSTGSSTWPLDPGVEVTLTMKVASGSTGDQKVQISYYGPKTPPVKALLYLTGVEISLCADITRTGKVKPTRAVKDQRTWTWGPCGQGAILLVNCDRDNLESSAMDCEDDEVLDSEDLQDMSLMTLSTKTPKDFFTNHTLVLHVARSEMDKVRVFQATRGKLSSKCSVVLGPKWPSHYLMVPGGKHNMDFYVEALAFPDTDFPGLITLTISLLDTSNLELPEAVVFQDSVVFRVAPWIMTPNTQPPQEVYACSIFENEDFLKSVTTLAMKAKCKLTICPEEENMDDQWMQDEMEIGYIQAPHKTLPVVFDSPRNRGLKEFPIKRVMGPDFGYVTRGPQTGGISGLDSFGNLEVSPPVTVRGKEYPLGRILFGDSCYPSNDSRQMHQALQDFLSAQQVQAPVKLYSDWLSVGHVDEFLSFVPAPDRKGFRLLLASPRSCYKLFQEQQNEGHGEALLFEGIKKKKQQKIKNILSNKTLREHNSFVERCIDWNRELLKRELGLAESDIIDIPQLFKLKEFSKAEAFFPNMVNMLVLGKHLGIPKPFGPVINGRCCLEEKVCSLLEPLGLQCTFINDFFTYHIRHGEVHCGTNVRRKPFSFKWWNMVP
Bcl-xL primary – inhibitors of human Bcl-xL; Q07817; GST-Bcl-xL / FITC-Bim BH3 peptide fluorescence polarization; inhibition, % at 10.9 µM; 320,000 tested, 0.7% active; AID 2129;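 active = inhibition above the mean of all tested compounds plus 3 SD, cutoff set per campaign, cut at about 30% in these data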;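 also: 0% = DMSO wells and 100% = unlabeled Bim-BH3 peptide competitor; inhibitors lower millipolarization by displacing the labeled peptide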
Target sequence (Q07817 whole entry, looked up): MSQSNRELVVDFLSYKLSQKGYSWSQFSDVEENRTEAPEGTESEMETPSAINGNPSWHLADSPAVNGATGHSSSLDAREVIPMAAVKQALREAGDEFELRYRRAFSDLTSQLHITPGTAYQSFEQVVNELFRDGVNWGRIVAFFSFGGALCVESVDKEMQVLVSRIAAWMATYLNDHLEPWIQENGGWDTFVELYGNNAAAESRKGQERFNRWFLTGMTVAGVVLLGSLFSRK
MCL1-BIM inh – disrupts human MCL1 binding to BIM-BH3 peptide; GST-MCL1 / FITC-Bim-BH3 fluorescence polarization; inhibition, % at 10.9 µM; 320,000 tested, 0.68% active;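 active = inhibition above the mean inhibition of all tested compounds plus 3 SD, set per campaign, cut at about 40% in these data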;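 also: 0% = DMSO wells and 100% = unlabeled Bim-BH3 peptide control; higher means more loss of mP so more displacement of Bim peptide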
The depositor's hits bear a star; · = no result given. Not all compounds are listed; count on the stated rates, not on these rows.

SMILES	GLD-1 RNA inh	PME-1 inh	MEX-5 binding	TPT1 inhibitor	Fam108B inh	GSTO1 counter	PAD4 FP inh	Bcl-xL primary	MCL1-BIM inh
O=C(NCCN1CCN(S(=O)(=O)c2ccc([N+](=O)[O-])cc2)CC1)C(=O)Nc1ccccc1	0	-2	-1.9	-1	0	6	-4	-1	0
O=C(CC1Nc2ccccc2NC1=O)NC1CCCCC1 (configuration not stated)	5	4	0.2	0	-1	3	1	11	6
COCCNC(=O)C(C)OC(=O)C1=Cc2ccccc2OC1 (configuration not stated)	2	5	1.3	-1	2	1	-1	3	4
c1cnc(SCCCOc2ccc3ccccc3c2)nc1	1	0	1.3	-1	3	3	2	-1	-2
Cc1nc(NCCCn2ccnc2)c2oc3ccccc3c2n1	2	1	1.0	-2	1	5	0	5	8
COc1ccc(Cl)cc1NC(=O)CN(C)C(=O)c1cc(C)oc1C	3	-2	·	·	·	·	1	4	-3
Cc1ccc(C(=O)Nc2cccc(C(=O)N/N=C/c3ccc(O)cc3)c2)cc1	2	-5	-2.6	4	7	-15	-1	3	1
CC(=O)Nc1ccc(Nc2ncnc3c2cnn3-c2ccccc2)cc1	3	3	0.0	1	9	6	-3	8	8
CCOC(=O)C(=NC(C)(C)C)NNc1cc(Cl)ccc1Cl	0	-1	-1.6	-8	9	4	4	5	13
CC(O)c1nc2ccccc2n1CCCOc1ccccc1 (configuration not stated)	-5	4	-0.2	1	-1	1	0	-7	-10
COC(=O)C1CCN(Cc2ccc(C)cc2)CC1	0	2	-0.8	-9	-2	1	-3	3	-4
Cc1ccc(Cn2c(=O)oc3ccccc32)cc1	-1	4	1.0	-3	0	7	-2	5	3
O=C(N/N=C/c1cccc([N+](=O)[O-])c1)C1CC1c1ccccc1 (configuration not stated)	0	-3	-0.4	0	-1	-2	5	1	5
O=C(Nc1ccc(F)cc1F)c1ccco1	3	-5	0.4	1	-4	-9	-6	-1	-4
Cc1ccc(-n2c(C)cc(=O)cc2C)c(C)c1	1	1	2.0	-1	-3	4	1	4	-3
COc1ccc(C2CC(c3cccc(OC)c3)n3nc(N)nc3N2)cc1 (configuration not stated)	-6	-1	2.9	0	4	1	-2	3	3
CCCN1C(=O)N(c2cccc(C)c2)C(C)(O)CC1(C)C (configuration not stated)	2	0	-0.3	-2	-1	-3	0	5	5
COc1ccc(S(=O)(=O)N(CC(=O)NCc2cccnc2)c2ccc(C)cc2)cc1OC	1	-1	-1.1	-3	4	1	-3	-1	-2
FC(F)(F)c1ccccc1-n1c(CN2CCCCC2)n[nH]c1=S	3	-7	0.3	0	-1	9	0	-4	2
COc1ccc(/C=N/NC(=O)c2ccc(Br)cc2)cc1Cn1cc(Cl)cn1	-3	-11	0.9	-4	-6	-2	-4	7	6
CCN(CC)C(=O)CC(c1ccccc1)c1ccco1 (configuration not stated)	-1	-3	1.6	5	0	-1	0	1	2
COc1ccc(NC(=O)CC(c2ccccc2)c2ccco2)cc1 (configuration not stated)	1	5	-0.4	2	0	7	-5	2	-1
C/C(=N/NC(=O)CNC(=O)c1cccnc1)c1ccc([N+](=O)[O-])cc1	-10	1	0.0	0	0	6	-7	-5	-7
COc1ccc(C(=O)Nc2ccc(C(=O)N3CCCC3)cc2)cc1[N+](=O)[O-]	-4	-3	-0.7	-5	2	0	-3	1	-6
CN(c1cccc(NC(=O)c2ccccc2N(C)S(C)(=O)=O)c1)S(C)(=O)=O	5	7	0.4	-1	7	0	-5	-3	0
COc1ccc(NC(=O)CSc2nc(C)cs2)c(OC)c1	5	2	1.4	-1	0	8	0	6	-2
CCNC(=O)CN(c1ccc(F)cc1)S(=O)(=O)c1ccc2c(c1)OCCO2	-1	3	1.7	1	-1	-1	-4	0	2
C#CCn1cc(/C=N/NC(=O)COc2cccc3cccnc23)c2ccccc21	-1	2	3.9	5	7	4	-2	-10	-14
COc1ccccc1N1CCN(C(=O)C2CCN(S(=O)(=O)c3ccc4c(c3)CC(C)N4C(C)=O)CC2)CC1 (configuration not stated)	-5	1	-0.1	-3	1	5	-2	3	7
CC(C)(C)c1ccc(C2=CC(c3ccccc3F)n3ncnc3N2)cc1 (configuration not stated)	10	0	-1.6	0	2	-6	0	6	6
Fc1ccc(N=Cc2ccc[nH]2)cc1	4	-10	-0.1	4	0	3	1	0	-3
Cc1cccc(/C=N\NC(=O)c2ccc(Cl)cc2)c1O	4	-21	-0.9	-2	-5	-15	-2	4	9
Cn1c(=O)c2c(nc(NC3CCCCC3)n2CC(=O)C23CC4CC(CC(C4)C2)C3)n(C)c1=O	-1	7	1.6	0	0	6	-1	2	-6
O=C(CN1CCSC1=NCc1ccccc1)c1ccc(Cl)c(Cl)c1	-4	-4	5.7	1	-7	1	-1	0	3
Cc1cc(=O)n2nc(N3CCC(C(=O)Nc4c(F)c(F)c(F)c(F)c4F)CC3)sc2n1	1	-1	1.6	1	-1	1	-3	-2	-7
Cc1ccc(NC(=O)C(OC(=O)c2ccc(F)cc2)c2ccccc2)cc1Cl (configuration not stated)	-1	-19	1.9	-1	-16	-6	4	-4	-4
O=C(C[n+]1cc(-c2ccc(F)cc2)n2c1CCC2)Nc1nc(-c2ccccc2)cs1	0	7	1.4	1	4	5	-1	0	4
CN1CCN(c2ccc(NC(=O)Cc3ccccc3)cc2)CC1	-2	-6	-0.7	3	1	-5	2	-4	0
COc1ccccc1N1CCN(C2CCN(C3CCC(c4ccccc4)CC3)CC2)CC1 (configuration not stated)	0	6	-3.6	-3	6	7	-4	-8	4
Cc1cc(/C=C2/NC(=O)NC2=O)c(C)n1-c1ccccn1	8	-4	-2.7	-1	0	-1	4	7	6
CCn1nc(NC(=O)Cc2ccc(OC)cc2)c2cc3cc(C)ccc3nc21	-1	-3	-4.5	-2	-1	3	2	9	10
COc1ccc2c(c1)c(C(=O)N/N=C/c1ccccc1Cl)c(C)n2C	1	4	-1.9	-2	-3	5	0	8	4
CC(=O)c1ccc2c(c1)Nc1ccccc1S2	7	2	-4.9	2	5	7	-5	12	15
CCOC(=O)c1c(C)oc2ccc(OC(=O)c3cccs3)cc12	-12	3	-1.2	-1	-3	0	-4	-2	-4
COc1ccc(OC)c2c(=O)cc(C(=O)O)[nH]c12	1	-2	-6.2	0	1	2	0	6	6
CCCCCCCN=C(C)c1ccccc1O	-3	1	-1.4	-1	-1	-1	3	-3	-3
O=C(Nc1ccccc1F)NC1CCCc2ccccc21 (configuration not stated)	-5	-4	-0.2	18	2	-2	3	2	-7
O=C(COC(=O)C1CC2CCCC(C1)C2=O)c1cccc(Br)c1 (configuration not stated)	-2	3	·	·	·	·	-1	-1	2
CC(C)(C)NC(=O)CN1C(=O)NC(c2ccccc2)(c2ccccc2)C1=O	6	4	3.7	-4	3	3	-1	6	4
COC(=O)c1cccc(Oc2nc3c(c(=O)n(C)c(=O)n3C)n2Cc2ccc(C)cc2)c1	0	-1	1.4	0	-1	-4	-1	3	0
CC(C)COC(=O)c1nnsc1NC(=O)Nc1ccccc1	3	-2	-1.1	5	-12	-4	12	5	11
COc1ccc2cc(CCN3C(=O)c4ccccc4C3=O)c(=O)[nH]c2c1	6	-5	0.0	-5	0	0	-1	3	3
CC(C)Oc1ccc(C(=O)Nc2ccc(Cl)c(S(=O)(=O)Nc3ccc(Cl)cc3)c2)cc1	6	-60	0.2	1	-42	-22	-6	4	-2
CNc1nn(-c2cccc(Cl)c2)nc1N	-2	7	0.1	2	-6	-2	-8	8	23
Clc1cccc(Cl)c1NC1=NCCC1	1	-11	1.1	2	2	-2	1	-1	9
O=C(NCc1ccco1)C1CCN(C(=O)c2ccc(Cl)cc2)CC1	4	-6	·	·	·	·	-4	3	2
CC(=O)N(C(C)=O)c1cccc2c(N(C(C)=O)C(C)=O)cccc12	2	11	-0.9	1	0	-4	-5	0	3
COC(=O)C1=CN(Cc2ccc(OC)cc2)C=C(C(=O)OC)C1c1cc(OC)c(OC)c(OC)c1	5	4	1.5	-1	-4	-1	-1	10	7
CC(=O)NC1=NN(C(C)=O)C(C)(c2cccnc2)S1 (configuration not stated)	3	6	-1.0	2	1	7	0	2	2
COc1cc(CO)c(OC)c([N+](=O)[O-])c1	4	2	1.9	1	-1	5	1	1	4

(more compounds)
SMILES	GLD-1 RNA inh	PME-1 inh	MEX-5 binding	TPT1 inhibitor	Fam108B inh	GSTO1 counter	PAD4 FP inh	Bcl-xL primary	MCL1-BIM inh
CCOC(=O)Cn1c(=O)oc2cc(S(=O)(=O)N3CCC(N4CCCCC4)CC3)ccc21	0	-4	2.2	-7	-4	-2	0	-1	4
Clc1ccc(C2=NCCN2)cc1	-9	4	-1.0	3	-2	5	4	0	-11
O=C(NC(N1CCCC1)C(Cl)(Cl)Cl)c1ccccc1 (configuration not stated)	0	0	-0.3	4	0	8	-4	-3	-3
O=C(Nc1nnc(C2=COCCO2)o1)c1ccc([N+](=O)[O-])s1	2	3	-12	2	3	7	-9	5	2

A draw from above in order of length of the SMILES, smallest number first.
SMILES	GLD-1 RNA inh	PME-1 inh	MEX-5 binding	TPT1 inhibitor	Fam108B inh	GSTO1 counter	PAD4 FP inh	Bcl-xL primary	MCL1-BIM inh
Clc1ccc(C2=NCCN2)cc1	-9	4	-1.0	3	-2	5	4	0	-11
Clc1cccc(Cl)c1NC1=NCCC1	1	-11	1.1	2	2	-2	1	-1	9
CNc1nn(-c2cccc(Cl)c2)nc1N	-2	7	0.1	2	-6	-2	-8	8	23
COc1cc(CO)c(OC)c([N+](=O)[O-])c1	4	2	1.9	1	-1	5	1	1	4
CC(C)COC(=O)c1nnsc1NC(=O)Nc1ccccc1	3	-2	-1.1	5	-12	-4	12	5	11
O=C(NC(N1CCCC1)C(Cl)(Cl)Cl)c1ccccc1 (configuration not stated)	0	0	-0.3	4	0	8	-4	-3	-3
CC(=O)NC1=NN(C(C)=O)C(C)(c2cccnc2)S1 (configuration not stated)	3	6	-1.0	2	1	7	0	2	2
O=C(NCc1ccco1)C1CCN(C(=O)c2ccc(Cl)cc2)CC1	4	-6	·	·	·	·	-4	3	2
O=C(Nc1nnc(C2=COCCO2)o1)c1ccc([N+](=O)[O-])s1	2	3	-12	2	3	7	-9	5	2
COc1ccc2cc(CCN3C(=O)c4ccccc4C3=O)c(=O)[nH]c2c1	6	-5	0.0	-5	0	0	-1	3	3
COC(=O)c1cccc(Oc2nc3c(c(=O)n(C)c(=O)n3C)n2Cc2ccc(C)cc2)c1	0	-1	1.4	0	-1	-4	-1	3	0
COC(=O)C1=CN(Cc2ccc(OC)cc2)C=C(C(=O)OC)C1c1cc(OC)c(OC)c(OC)c1	5	4	1.5	-1	-4	-1	-1	10	7
